POLH inh: qHTS for Inhibitors of Polymerase Eta; AID 588591, 2011; Potency, µM (doses to about 114 µM), without a hit: top-dose activity change, negative = inhibition, usual class: inhibitors; recombinant Pol eta, fluorescent DNA replication assay; DNA polymerase eta (Homo sapiens), Q9Y253; hit rate 1.2% among 390,000; note: potency is the fitted concentration of half-maximal effect; % is set by controls: 0 for no effect and ±100 for the full control effect
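Pol eta (10 nM) was preincubated with compounds for 15 min at room temperature, after which fluorescent replication substrate (50 nM final) was added to start the reaction. Fluorescence was read kinetically at 0 and 10 min.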
BLM inh: qHTS Assay for Inhibitors of Bloom's syndrome helicase (BLM); recombinant BLM DNA unwinding, fluorescence dequenching; AID 2528, 2010; hit rate 0.2% among 350,000; Potency, µM (highest dose often 56.1 µM), without a hit: at the highest dose activity change, negative = inhibition, most hits filed as inhibitors;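 note: potency is the fitted concentration of half-maximal effect; plate controls were vehicle for no effect and no enzyme for full effect; nearly all actives have a fitted effect of over 35% in size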
Tb PGK inh: qHTS Assay to Find Inhibitors of Phosphoglycerate Kinase | Potency, µM (highest dose often 57.5 µM), inactives show top-dose activity change, negative = inhibition, hits mostly inhibitors | hit rate 0.043% among 380,000 | Phosphoglycerate kinase, glycosomal (Trypanosoma brucei brucei), P07378 | PGK/GAPDH coupled, Kinase-Glo luminescence, 60 min; note: potency is the fitted concentration of half-maximal effect; % is set by controls: 0 for no effect and ±100 for the full control effect; nearly all actives have a fitted effect of over 60% in size
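Luminescent ATP detection (Kinase-Glo Plus) follows a 60-minute room-temperature incubation, with wells lacking PGK as controls. Buffer: 100 mM TEA (pH 7.6), 5 mM MgCl2, 0.01% Tween-20. Coupling enzyme GAPDH (100 nM final) supplies unstable 1,3-BPG in-well.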
Pol iota inh: qHTS for Inhibitors of Polymerase Iota | Pol iota fluorescent replication assay, 10 min | Potency, µM (doses to about 115 µM), for the others: at the highest dose activity, negative = inhibition, most hits filed as inhibitors | hit rate 1% among 390,000 | AID 588590, 2011 | DNA polymerase iota (Homo sapiens), Q9UNA4; note: potency is the fitted concentration of half-maximal effect
Target sequence (Q9UNA4 whole entry, looked up): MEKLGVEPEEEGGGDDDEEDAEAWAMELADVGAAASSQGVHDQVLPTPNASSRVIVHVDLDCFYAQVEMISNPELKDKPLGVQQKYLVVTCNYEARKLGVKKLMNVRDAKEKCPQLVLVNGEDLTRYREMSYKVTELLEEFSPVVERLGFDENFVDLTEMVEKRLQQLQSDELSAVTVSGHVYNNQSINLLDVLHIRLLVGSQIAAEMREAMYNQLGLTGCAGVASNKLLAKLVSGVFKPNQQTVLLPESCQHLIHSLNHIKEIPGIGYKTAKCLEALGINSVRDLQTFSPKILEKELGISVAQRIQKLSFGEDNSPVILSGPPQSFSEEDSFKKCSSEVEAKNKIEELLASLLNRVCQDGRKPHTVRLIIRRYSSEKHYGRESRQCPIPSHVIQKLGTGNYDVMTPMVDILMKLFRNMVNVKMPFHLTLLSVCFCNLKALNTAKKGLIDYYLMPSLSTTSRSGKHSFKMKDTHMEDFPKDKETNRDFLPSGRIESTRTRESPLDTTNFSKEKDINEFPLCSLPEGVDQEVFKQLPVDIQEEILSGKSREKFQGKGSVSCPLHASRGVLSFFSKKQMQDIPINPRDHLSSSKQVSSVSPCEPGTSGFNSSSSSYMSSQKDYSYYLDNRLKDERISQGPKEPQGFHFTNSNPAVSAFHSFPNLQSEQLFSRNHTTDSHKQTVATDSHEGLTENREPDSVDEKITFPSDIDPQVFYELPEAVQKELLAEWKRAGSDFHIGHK
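Fluorescent replication assay read twice, at 0 min and 10 min after adding 50 nM (final) substrate. Enzyme (10 nM) and compounds were first incubated 15 min at room temperature; enzyme-free buffer wells were negative controls.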
RXFP1 antagonist: qHTS Assay for Antagonists of the Relaxin Receptor RXFP1; Relaxin receptor 1 (Homo sapiens), Q9HBX9; HEK293-RXFP1, relaxin-stimulated cAMP HTRF, 30 min; active compounds read low; activity change, negative = inhibition, % at 57.5 µM; hit rate 0.59% among 350,000;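 active = activity change of -60% or lower, but not beyond a set lower limit; inconclusive = change between -60% and -40%, or beyond the set limit; inactive = change above -40%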; note: % is set by controls: 0 for no effect and ±100 for the full control effect
APE1 inh: qHTS Assay for Inhibitors of the Human Apurinic/apyrimidinic Endonuclease 1 (APE1) | Potency, µM (series often up to 65.8 µM), for inactives: at the highest dose activity change, negative = inhibition, actives largely listed as inhibitors | recombinant APE1, TAMRA/BHQ-2 abasic DNA cleavage fluorescence | DNA repair nuclease/redox regulator APEX1 (Homo sapiens), P27695 | AID 2517, 2012 | hit rate 0.35% among 350,000;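 note: potency is the fitted concentration of half-maximal effect; plate controls were vehicle for no effect and reference inhibitor for full effect; nearly all actives have a fitted effect of over 55% in size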
Target sequence (P27695 whole entry, looked up): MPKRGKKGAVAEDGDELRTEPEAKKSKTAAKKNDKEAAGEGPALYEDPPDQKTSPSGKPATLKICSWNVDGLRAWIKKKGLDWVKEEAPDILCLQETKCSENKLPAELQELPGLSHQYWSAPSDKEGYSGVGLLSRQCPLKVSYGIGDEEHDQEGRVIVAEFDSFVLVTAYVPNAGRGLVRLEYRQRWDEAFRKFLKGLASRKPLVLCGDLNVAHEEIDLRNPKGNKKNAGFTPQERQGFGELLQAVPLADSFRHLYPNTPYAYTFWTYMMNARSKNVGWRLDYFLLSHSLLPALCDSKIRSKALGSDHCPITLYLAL
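Step 1: APE1 (0.75 nM) with compound, 15 min RT. Step 2: add 50 nM fluorophore/quencher THF duplex. Step 3: three fluorescence reads 60 s apart (525/598 nm); read 3 minus read 1 = reaction progress.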
POLB inh: qHTS Assay for Inhibitors of DNA Polymerase Beta; P06746; Pol beta primer extension/strand displacement, fluorescence kinetic; Potency, µM (doses to about 114 µM), without a hit: at the highest dose activity change, negative = inhibition, usual class: inhibitors; hit rate 1.3% among 340,000; AID 485314, 2010; note: potency is the fitted concentration of half-maximal effect; % is set by controls: 0 for no effect and ±100 for the full control effect
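Enzyme-only controls used 10 nM Pol beta; buffer lacking enzyme served as negative control. Compound preincubated 15 min, then 50 nM substrate added; 0 and 10 min reads at room temperature.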
Anesthetic bind: qHTS Assay for Identification of Novel General Anesthetics. Potency, µM (top dose mostly 77.5 µM), for the others: top-dose activity change, negative = displacement, actives largely listed as inhibitors. hit rate 0.074% among 350,000. apoferritin/1-aminoanthracene competitive binding, fluorescence; note: potency is the fitted concentration of half-maximal effect; % is set by controls: 0 for no effect and ±100 for the full control effect; nearly all actives have a fitted effect of over 20% in size
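Horse-spleen apoferritin (10 uM) in 50% saturated 1-aminoanthracene in PBS was incubated 10 min at room temperature with compound. Fluorescence (ex 380, em 535 nm) was normalized to free and bound 1-AMA, with concentration-response fitted by a four-parameter Hill equation.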
Pol kappa inh: qHTS for Inhibitors of Polymerase Kappa | DNA polymerase kappa (Homo sapiens), Q9UBT6 | purified Pol kappa, fluorescent DNA synthesis assay, 10 min | Potency, µM (doses to about 107 µM), for the others: at the highest dose activity, negative = inhibition, hits mostly inhibitors | hit rate 0.53% among 400,000; note: potency is the fitted concentration of half-maximal effect; % is set by controls: 0 for no effect and ±100 for the full control effect
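Activity was followed as the change in fluorescence between reads at 0 and 10 min after starting the reaction with 50 nM substrate. Beforehand, 10 nM polymerase had been preincubated with compound for 15 min at room temperature.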
Starred values were filed as active, the others as inactive; i = inactive; u = inconclusive; x = no result given; & = joins results of further samples; [ ] = dose if it differs, or a comment. Unless noted, calls come from the whole dose curve; as a rule, active = well fitted curve in the direction sought with a large enough effect; inconclusive = small, poorly fitted or top-dose-only effect, or another doubt; inactive = no such curve, though single readings can be large; an effect the other way counts as inactive or inconclusive. An excerpt, so the mix of outcomes need not match the whole.

[1] CCN(CC)S(=O)(=O)c1ccc2c(c1)N(CC(=O)NCCCN1CCN(c3cc(C)ccc3C)CC1)C(=O)CO2
[2] O=C(/C=C/c1ccccc1[N+](=O)[O-])NCc1ccc(Cl)cc1
[3] COc1ccc(S(=O)(=O)N(CC(=O)Nc2cccnc2)c2ccccc2OC)cc1
[4] CC(=O)Nc1ccc(S(=O)(=O)N2CCN(C(=O)CCC3CCCC3)CC2)cc1
[5] O=C1C2C3C=CC(CC3)C2C(=O)N1/N=C/c1ccc(O)cc1 (stereo not given)
[6] CCNC(=S)NN=C1c2ccccc2-c2ccccc21
[7] COc1cc(OC)cc(C(=O)NCC2CCCN(C(=O)c3csc(C)n3)C2)c1 (stereo not given)
[8] CCOc1ccc(Cn2c(SCCCCC#N)nc3c2c(=O)n(C)c(=O)n3C)cc1OCC

assay / compound,1,2,3,4,5,6,7,8
POLH inh,-25%,-7%,-15%,3%,4%,-17%,5%,-7%
BLM inh,-4%,0%,-1%,-4%,3%,-1%,-3%,-2%
Tb PGK inh,-2%,-5%,-4%,5%,-5%,1%,-3%,-7%
Pol iota inh,4%,32%[activator],26%,3%,4%,65%[activator],-15%,u
RXFP1 antagonist,-22,-10,3,-9,-13,-21,7,1
APE1 inh,x,2%,5%,-1%,-3%,-9%,24%,0%
POLB inh,0%,0%,-24%,6%,22%,12%,28%,11%
Anesthetic bind,-13%,-6%,-11%,-18%,-21%,-24%,-4%,-23%
Pol kappa inh,-13%[60.1 µM],2%,-1%,-18%,-2%,0%,-5%,-15%

[9] COC(=O)c1ccc(CN2CCN(CCc3ccccc3)C(CCO)C2)cc1 (stereo not given)
[10] COC(=O)COc1ccc(S(=O)(=O)N2CCN(c3ccccc3F)CC2)cc1
[11] CSc1nc(N(CCO)CCO)c2sc3nc(-c4ccco4)c4c(c3c2n1)CCC4
[12] CCOC(=O)c1nnn(-c2nonc2N)c1-c1ccccc1Cl
[13] Cc1cccc(C(=O)N2CCC(c3nc(-c4ccc(S(=O)(=O)N5CCOCC5)cc4)no3)CC2)c1
[14] CC(C)n1c(Nc2ccccc2)nc2ccccc21
[15] Cc1ccc(-n2c(C)cc(C(=O)OCC(=O)N(CC(C)C)C3CCS(=O)(=O)C3)c2C)cc1 (stereo not given)
[16] CCOc1ccc(-n2nnc3c(=O)n(C/C=C/c4ccccc4)cnc32)cc1

assay / compound,9,10,11,12,13,14,15,16
POLH inh,-21%,-16%,1.1µM*,-17%,-11%,-4%,-22%,-9%
BLM inh,-6%,-4%,1%,0%,0%,-3%,-1%,-6%
Tb PGK inh,-9%,i,u,-1%,-6%[11.5 µM],-9%,-8%,-5%
Pol iota inh,39%[activator],17%,1.8µM*,16%,13%,-4%,17%,27%
RXFP1 antagonist,-4,-23,-21,-7,1,18,-1,4
APE1 inh,2%,1%,22%,-5%,-1%,11%,-1%,-3%
POLB inh,2%,20%,1.8µM*,-1%,27%,-16%,-3%,-2%
Anesthetic bind,-8%,-11%,65%[activator],-10%,-8%,-14%,-20%,9%
Pol kappa inh,1%,-2%,10µM*,5%,2%,-7%,-12%,-18%

Record cards, as listed above:
`COC(=O)COc1ccc(S(=O)(=O)N2CCN(c3ccccc3F)CC2)cc1` as listed: POLH inh: -16%; BLM inh: -4%; Tb PGK inh: i; Pol iota inh: 17%; RXFP1 antagonist: -23; APE1 inh: 1%; POLB inh: 20%; Anesthetic bind: -11%; Pol kappa inh: -2%
`CSc1nc(N(CCO)CCO)c2sc3nc(-c4ccco4)c4c(c3c2n1)CCC4` as listed: POLH inh: 1.1µM*; BLM inh: 1%; Tb PGK inh: u; Pol iota inh: 1.8µM*; RXFP1 antagonist: -21; APE1 inh: 22%; POLB inh: 1.8µM*; Anesthetic bind: 65%[activator]; Pol kappa inh: 10µM*
`CCOc1ccc(-n2nnc3c(=O)n(C/C=C/c4ccccc4)cnc32)cc1` as listed: POLH inh: -9%; BLM inh: -6%; Tb PGK inh: -5%; Pol iota inh: 27%; RXFP1 antagonist: 4; APE1 inh: -3%; POLB inh: -2%; Anesthetic bind: 9%; Pol kappa inh: -18%

Later entries.
No.	Compound	POLH inh	BLM inh	Tb PGK inh	Pol iota inh	RXFP1 antagonist	APE1 inh	POLB inh	Anesthetic bind	Pol kappa inh
17	COc1ccc(CSc2nc(CSC)cc(N3CCOCC3)n2)cc1	-12%	-11%	x	-13%	1	-9%	-1%	-1%	-6%
18	Cc1ccccc1NC(=O)CSc1nc2c(c(-c3ccco3)c1C#N)CCCC2	-3%	-1%	i	17%	-13	-1%	3%	8%	-1%
19	COc1ccc(C(CC(=O)O)NC(=O)COc2ccccc2OC)cc1OC (stereo not given)	-7%	3%	3%	4%	3	7%	u	-17%	-9%
20	COc1ccc2[nH]c(=O)c(CN(Cc3ccccc3OC)Cc3nnnn3CC3CCCO3)cc2c1 (stereo not given)	-14%	-5%	x	21%	-5	-6%	4%	38%[activator]	4%
21	N#CCCN(C(=O)COC(=O)C1CCN(c2ccc(C(F)(F)F)cn2)CC1)c1ccc(F)cc1	-4%	x	11%	8%	-36	-11%	x	x	-7%
22	O=C(CSc1nnc(CNC(=O)c2ccc(F)cc2)o1)Nc1ccc2c(c1)OCO2	-10%	-4%	-1%	21%	-8	16%	28%	-3%	-1%
23	Cc1ccc(OCC(=O)NN2C(=O)c3ccccc3C2=O)cc1	-16%	-3%	-10%	16%	x	-5%	-15%	-13%	-18%
24	CCOCCCn1c(SCC(=O)Nc2cccc(OC)c2)nc2ccccc2c1=O	-13%&-22%	-4%&-2%	-5%&-4%	-15%&-3%	-2&-6	5%	8%&-8%	-3%&-14%	13%
25	Cc1cc(Cl)ccc1NC(=O)C(=O)N/N=C/c1ccc2c(c1)OCO2	-4%	1%	2%	-9%	-19	12%[12.4 µM]	30%	-2%	-26%
26	CN1CC2([N+](=O)[O-])CC=C(Oc3ccccc3)C([N+](=O)[O-])(C1)C2 (stereo not given)	-19%	-6%	-5%	11%	-6	4%	7%	-22%	-11%
27	CCOC(=O)c1cnc(-n2nc(C)cc2C)nc1-n1nc(C)cc1C	-4%	-1%	-3%	17%	-8	-2%	4%	1%	-16%
28	CCOc1cccc(C2/C(=C(/O)c3ccc4c(c3)CC(C)O4)C(=O)C(=O)N2CCCn2ccnc2)c1 (stereo not given)	-14%	-1%	i	31%	16	-3%	3%	-1%	-3%
29	Cc1ccc2c(c1)NC(=O)[C@@]1(C)[C@@H](c3ccccc3)[C@H]3COc4ccc(Cl)cc4[C@@H]3N1C2=O	-23%	x	0%	5%	x	22%	x	x	2%
30	O=C(c1ccc(-c2cccc(Cl)c2Cl)o1)N1CCOCC1	-3%	-2%	i	13%	14	-7%	29%	-18%	-15%
31	C[C@H](NC(=O)[C@@H]1Cc2ccccc2CN1)C(=O)NCC1CCCO1 (stereo not given in full)	-27%	-4%	-5%	0%	5	-16%	8%	-4%	-6%
32	O=S1(=O)C=C(Oc2ccc3ccccc3c2)c2ccccc21	1%	-12%	8%	7%	3	-6%	-23%	u	-6%
33	CCc1cc2c(SCc3ccc(C(=O)OC)o3)ncnc2s1	-24%	-6%	0%	60%[activator]	-30	-13%	36%	5%	6%
34	CC(C)n1ncc2c(C(=O)NCc3cccnc3)cc(C3CC3)nc21	-11%	x	i	1%	x	-2%	x	x	-12%
35	COCCn1c(SCC(=O)c2ccc(CNC(C)=O)o2)nc2ccccc2c1=O	u	-3%	-6%	u	-9	-3%	6%	-20%	-18%
36	O=c1cc(NS(=O)(=O)c2ccccc2)nc(SCc2c(Cl)cccc2Cl)[nH]1	-4%	3%	-2%	9%	3	4%	-7%	-23%	-8%
37	Cc1ccnc2nc(NC(=O)c3ccco3)nn12	-16%	-1%	-7%	4%	-5	-2%	-4%	5%	-9%
38	CC(=O)Nc1ccc(SCc2ncc(-c3ccccc3)o2)cc1	-9%	-3%	i	3%	-9	24%	7%	-11%	-5%
39	COc1ccc2ccccc2c1/C=N/NC(=O)c1ccc(C)nc1	-8%	-9%	-5%	7%	4	-19%	u	-2%	-9%
40	CN(C)c1ccc(/C=N/NC(=O)C(O)c2ccc(Br)cc2)cc1 (stereo not given)	-1%	-9%	-3%	-1%	0	-3%	3%	-2%	-13%
41	O=C1C=C(c2ccccc2)OC(=O)C1C(=O)c1ccccc1 (stereo not given)	2%	-2%&5%	x	-9%	37	1%&-2%	1%&22%	1%&-8%	-8%
42	COc1ccc(-c2nc(CS(=O)CC(=O)NC3CCCC3)c(C)o2)cc1OC (stereo not given)	-7%	0%	5%	-9%	4	71%[activator]	7%	-6%	-1%
43	Cc1cccc(-n2ncc(C(=O)NCc3ccccn3)c2C2CCN(C(=O)OC(C)(C)C)CC2)c1	-15%	-1%	i	11%	-2	x	3%	2%	-6%
44	CCOc1cccc(-c2c(C(=O)N/N=C/c3sccc3C)nnn2-c2nonc2N)c1	-18%	-8%	2%	7%	-2	23%	-6%	-15%	-24%
45	O=C(Nc1ccc(Cl)cn1)C1CC1	-9%	0%	0%	-11%	-13	-1%	-14%	-7%	-3%
